HTR5A ag = HTR5A agonism, opioid heterodimer counter-screen | 340,000 tested, 0.61% active | HTR5A agonist assay, luminescence, cell-based | AID 504692 | activation, % at 9.3 µM | P47898; in the data active means activation mostly above about 9.5%, no sharp cut-off; inactive means mostly below about 7.6%;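 further: 0% = cells with vehicle only and 100% = reference agonist; strong numbers were not always called active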
Target sequence (P47898 whole entry, looked up): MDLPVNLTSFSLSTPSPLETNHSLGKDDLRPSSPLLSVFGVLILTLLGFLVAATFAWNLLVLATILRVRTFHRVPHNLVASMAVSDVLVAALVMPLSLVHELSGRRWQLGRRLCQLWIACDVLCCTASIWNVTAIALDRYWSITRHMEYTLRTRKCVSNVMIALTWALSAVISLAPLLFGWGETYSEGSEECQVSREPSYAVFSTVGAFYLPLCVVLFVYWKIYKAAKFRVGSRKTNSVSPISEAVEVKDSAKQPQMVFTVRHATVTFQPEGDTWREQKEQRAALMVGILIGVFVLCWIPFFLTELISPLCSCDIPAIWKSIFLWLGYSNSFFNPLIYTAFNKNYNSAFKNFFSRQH
Rtt109 HAT inh = inhibitors of Candida albicans Rtt109/Vps75 histone acetyltransferase. Q5AAJ8. purified Rtt109/Vps75, ThioGlo CoA-SH fluorescence, 4 h. inhibition, % at 34.9 µM. 330,000 tested, 0.16% active. AID 540336;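 active means inhibition of at least 50% in every replicate; inconclusive means best replicate reaches 50% inhibition but some replicates fall short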
Target sequence (Q5AAJ8 whole entry, looked up): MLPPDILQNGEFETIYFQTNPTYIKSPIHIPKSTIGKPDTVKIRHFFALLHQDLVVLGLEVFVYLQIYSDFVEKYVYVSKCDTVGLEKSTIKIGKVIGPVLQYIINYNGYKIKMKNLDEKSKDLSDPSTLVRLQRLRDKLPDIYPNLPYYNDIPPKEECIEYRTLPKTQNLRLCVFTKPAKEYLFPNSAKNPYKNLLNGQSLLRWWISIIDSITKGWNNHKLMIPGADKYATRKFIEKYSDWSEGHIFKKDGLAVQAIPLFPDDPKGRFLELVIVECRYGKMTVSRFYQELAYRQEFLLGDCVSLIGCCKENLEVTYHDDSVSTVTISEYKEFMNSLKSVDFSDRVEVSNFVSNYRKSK
SR-BI DiI inh = blocks mouse SR-BI lipid uptake from DiI-HDL. Q61009. ldlA[mSR-BI] CHO cells, DiI-HDL uptake fluorescence, 3 h. 320,000 tested, 0.96% active. inhibition, % at 12.5 µM;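 active means mean replicate inhibition of at least 70% and a set share of replicates each scoring 70 or more; inconclusive means meets just one of the two criteria; inactive means fails both criteria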;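 further: 0% = median of neutral control wells and 100% = median of positive control wells; values of inactives mirror those of a sister screen read the other way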
CDK5 p35 inh = inhibitors of human CDK5/p35 kinase; Q00535+Q15078; inhibition, % at 10 µM; 330,000 tested, 0.01% active; Recombinant CDK5/p35, ADP-Glo luminescence, 60 min;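 active means highest replicate inhibition of at least 50% and at least 75% of replicates reaching 50%; inconclusive means only one of the two criteria met; inactive means both criteria failed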;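 further: plate controls were DMSO neutral control for no effect and GW8510 at 10 µM for full effect; many of its hits are not listed in these tables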
Wnt bcat act = activators of Wnt/beta-catenin signaling | Wnt/beta-catenin reporter cell assay, activator, plate reader | activation, % at 9.35 µM | 300,000 tested, 1.2% active; in the data active means activation above about 30%, passing the limit was not always enough; inconclusive means no clear call, values can overlap the other calls;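 further: 0% = neutral control wells and 100% = positive control wells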
PvdQ inh = blocks Pseudomonas aeruginosa PvdQ acylase activity; AID 488965; 340,000 tested, 0.063% active; purified PvdQ acylase, fluorescence plate reader; inhibition, % at 10 µM; in the data active means inhibition above about 30%, passing the limit was not always enough; inconclusive means no clear call, values can overlap the other calls;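 further: 0% = vehicle neutral wells and 100% = reference inhibitor wells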
dFosB activator = activators of mouse delta FosB homodimer. activation, % at 25 µM. purified delta FosB, TAMRA-CDK5 oligo fluorescence polarization; percent of positive-control signal above neutral wells. P13346. 340,000 tested, 0.99% active;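 active means mean activation above about 17%, with every replicate also reaching it, limit read from the data, passing the limit was not always enough; inconclusive means only one of the two conditions met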;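 further: fluorescence polarization rise as delta FosB binds a TAMRA Cdk5 AP-1 oligo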
Target sequence (P13346 whole entry, looked up): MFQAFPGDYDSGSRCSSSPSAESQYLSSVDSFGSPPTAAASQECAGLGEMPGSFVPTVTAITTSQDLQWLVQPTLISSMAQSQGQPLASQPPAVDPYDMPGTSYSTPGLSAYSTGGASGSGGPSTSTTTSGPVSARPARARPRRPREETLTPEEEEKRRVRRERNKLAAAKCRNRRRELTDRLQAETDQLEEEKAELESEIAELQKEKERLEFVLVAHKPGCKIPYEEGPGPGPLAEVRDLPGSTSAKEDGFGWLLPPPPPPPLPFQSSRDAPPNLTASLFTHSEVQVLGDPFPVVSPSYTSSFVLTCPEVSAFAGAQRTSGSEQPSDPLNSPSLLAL
SR-BI uptake up = activators of SR-BI mediated HDL lipid uptake | 320,000 tested, 0.096% active | CHO ldlA[mSR-BI] cells, DiI-HDL uptake fluorescence, 3 h; 100 = double the neutral-control signal | activation, % at 12.5 µM;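 active means mean replicate activation of at least 60% and every replicate at or above 60%; inconclusive means mean or all-replicate condition met, but not both; inactive means mean below 60% and not all replicates reaching 60%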;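 further: 0% = median plate neutral-control signal and 100% = twice that signal; values of inactives mirror those of a sister screen read the other way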
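Test system: SR-BI-overexpressing, LDLR-lacking CHO cells. Measured by: DiI fluorescence, bottom read. Medium: Ham's F12 with 0.5% BSA, HEPES 25 mM, pH 7.4. Timing: 3 h uptake period with compound, 37 °C.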
RTF Ca sens act = increases calcium sensitivity of human cardiac regulated thin filaments. activation, % at 7.2 µM. P19429+P45379. 340,000 tested, 0.24% active. IANBD-labeled TnC RTF fluorescence at EC20 calcium; 0% EC20 calcium, 100% full calcium;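 active means activation above the mean over all tested compounds plus 3 SD, cut at about 30% in these data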;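 further: rise in fluorescence read as greater calcium sensitivity of cardiac thin filaments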
MITF act = increases MITF-driven TRPM1 promoter luciferase signal. SK-MEL-5 TRPM1-promoter luciferase, 24 h; % of positive control, neutral wells = 0. activation, % at 12.5 µM. 300,000 tested, 0.75% active. AID 588334;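 active means mean activation of at least 80% with every replicate also reaching 80%; inconclusive means mean reaches 80% but some replicate falls short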;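 further: 0% = neutral control wells and 100% = parthenolide positive control wells; values of inactives mirror those of a sister screen read the other way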
The depositor's hits bear a star; ? = inconclusive; . = no result given.

Order of results: HTR5A ag | Rtt109 HAT inh | SR-BI DiI inh | CDK5 p35 inh | Wnt bcat act | PvdQ inh | dFosB activator | SR-BI uptake up | RTF Ca sens act | MITF act
> Cc1cccc(NC(=S)N/N=C/c2cccn2Cc2ccc(F)cc2)c1
    4 | 0 | 37 | -0.1 | -2 | -5 | 0 | -37 | 3 | 4
> CC(=O)[C@@]1(O)CC[C@H]2[C@@H]3CCC4=CC(=O)CC[C@]4(C)[C@H]3CC[C@@]21C
    3 | 2 | 1 | 0.2 | -4 | 1 | -1 | 7 | 2 | -5
> COc1ccc(C(=O)NCC2CCCN2S(=O)(=O)c2cccs2)cc1 (stereo not drawn)
    7 | -3 | -14 | 0.1 | 3 | -9 | 2 | 14 | 3 | 16
> CCNC(=O)Nc1ccc(S(=O)(=O)Nc2cnc(C)nc2C)cc1
    5 | -2 | . | -0.7 | -1 | -6 | -1 | . | -4 | -5
> CCN(CC)C(=O)NCc1c(C)cc(C)cc1C
    2 | 6 | 0 | 0.2 | . | -14 | -1 | 0 | 8 | -5
> O=C(O)COc1ccccc1/C=N/n1c(C2CCCCC2)n[nH]c1=S
    -1 | 2 | -45 | 2.1 | 1 | 3 | 6 | 45 | -3 | -1
> C[C@H]1CN([C@@H](C)CO)C(=O)c2cccc(NC(=O)Nc3ccc(C(F)(F)F)cc3)c2O[C@@H]1CN(C)Cc1ccc(Cl)c(Cl)c1
    2 | 5 | 75* | 0.0 | -7 | -9 | ? | -75 | 7 | -47
> Cn1c(=O)c2c(SCC(=O)NCc3ccco3)nc(-c3ccccc3Cl)nc2n(C)c1=O
    5 | 3 | 39 | 1.7 | 1 | -9 | 6 | -39 | -3 | -5
> CCCCN(CC(=O)NC1CC1)S(=O)(=O)c1ccc(OCC)cc1
    1 | 4 | 10 | -0.7 | 0 | 5 | 2 | -10 | 0 | 6
> CCc1cccc(NC(=S)N(CCCN2CCOCC2)C(C)c2cc3cccc(OC)c3o2)c1 (stereo not drawn)
    4 | 2 | . | 1.1 | -2 | 3 | -15 | . | 1 | 2
> COc1ccc(S(=O)(=O)n2oc(=O)cc2-c2ccccc2)cc1OC
    2 | 17 | -12 | -1.2 | 14 | -5 | -9 | 12 | 3 | -3
> COc1ccc(CNC(=O)CC2Sc3ccccc3NC2=O)cc1 (stereo not drawn)
    9 | 7 | 8 | -0.3 | -3 | -4 | 5 | -8 | -3 | -7
> CC1CCCCC1NC(=S)NC(=O)c1ccccc1Br (stereo not drawn)
    5 | 0 | -58 | 1.1 | . | 2 | 4 | 58 | 5 | 11
> CC(OC(=O)CCc1nc(=O)c2ccccc2n1C)C(=O)NCc1ccc2c(c1)OCO2 (stereo not drawn)
    -4 | . | -5 | 1.5 | -1 | 12 | 2 | 5 | 0 | -8
> CCOC(=O)c1ccc(NC(=O)C2(c3ccccc3)CCCC2)cc1
    -2 | -6 | 34 | -0.1 | . | -6 | -1 | -34 | -4 | .
> COc1ccc(OC)c(C2=NNC(=NCc3ccc4c(c3)OCO4)SC2)c1
    -3 | 8 | 4 | -0.6 | 4 | -11 | 3 | -4 | -5 | -16
> CC(C)(C)OC(=O)N1CCC(C(=O)NNC(=O)c2ccc(Cl)cc2Cl)CC1
    -1 | -4 | 53 | -0.6 | -2 | 0 | -6 | -53 | 1 | -10
> CCCCN1C(=N)N([C@@H](C)CN2CCC[C@H]2CN2C(N)=NC[C@H]2CC(C)C)C[C@H]1Cc1ccccc1
    -2 | 26 | -27 | -0.8 | 1 | 8 | ? | 27 | 2 | 11
> CCOC(=O)c1c(C)[nH]c(C)c1C(=O)COC(=O)c1ccc(S(=O)(=O)N(CC)CC)cc1
    1 | 11 | 14 | 1.7 | . | 9 | -5 | -14 | -7 | 1
> COC(=O)c1cc(=O)n(-c2ccccc2)c(=Nc2ccccc2)s1
    1 | 5 | -37 | 1.7 | 5 | 6 | 5 | 37 | 2 | 0
> O=C(O)c1ccccc1C(=O)Nc1ccc(Br)c2cccnc12
    5 | -8 | 6 | -0.8 | 2 | -8 | -4 | -6 | 13 | -6
> COC(=O)c1c(S(=O)(=O)NCc2ccccc2)sc(C(=O)O)c1C
    3 | -10 | -15 | -1.3 | 0 | 9 | -3 | 15 | 1 | 0
> N=c1n(Cc2ccccc2)c2ccccc2n1CC(O)COc1ccc(Cl)cc1Cl (stereo not drawn)
    31* | 2 | 40 | 4.4 | -13 | 5 | 30* | -40 | -3 | -98
> CC(=O)c1ccc(NS(=O)(=O)c2c(C)cc(C)cc2C)cc1
    -3 | 0 | -13 | -1.4 | -2 | 1 | -5 | 13 | 6 | 22
> Cn1cccc1-c1nc2ccc(NC(=O)c3ccccc3)cc2[nH]1
    -2 | 5 | 19 | 1.1 | . | -1 | -12 | -19 | 11 | 45
> COC(=O)c1cnn(-c2nc(OC)cc(OC)n2)c1C
    -1 | -7 | 24 | 2.2 | 1 | -3 | -5 | -24 | 1 | 9
> CCC[C@@H](CN1CCC[C@H]1CN1C(N)=NC[C@H]1C(C)C)N1C[C@@H]([C@H](C)CC)N(CCCC2CCCC2)C1=N
    2 | 17 | -4 | 0.7 | 2 | -2 | 11 | 4 | -6 | 17
> O=C(COC(=O)c1ccc(-n2cnnn2)cc1)Nc1cc(Cl)ccc1F
    -2 | 4 | -6 | -0.2 | -2 | 6 | 13 | 6 | -3 | .
> Cc1ccc2oc(=O)cc(CN3CCCCC3)c2c1
    -1 | -3 | 16 | -1.3 | 3 | -26 | 0 | -16 | -3 | 4
> O=C(NCCCN1CCOCC1)c1ccc(S(=O)(=O)Nc2cccc(C(F)(F)F)c2)cc1
    0 | 1 | -22 | 0.4 | 0 | -11 | -14 | 22 | 3 | 6
> O=C(O)c1nccnc1C(=O)Nc1ccc(S(=O)(=O)N2CCOCC2)cc1
    1 | 14 | -15 | 1.4 | 0 | -23 | 1 | 15 | 9 | -7
> O=C(CSc1nnc2ccccn12)Nc1ccccc1C(=O)NC1CC1
    0 | 3 | -2 | -0.4 | -3 | -8 | -1 | 2 | 4 | .
> CCOC(=O)c1nn(C)c2[nH]c(=O)n(C)c(=O)c12
    -1 | -1 | . | 1.4 | -1 | -1 | 0 | . | 1 | 8
> COc1cccc(-c2nn(-c3ccccc3)cc2/C=C(/NC(=O)c2ccccc2)C(=O)O)c1
    -1 | -2 | -1 | 1.9 | 2 | -5 | -6 | 1 | 6 | 7
> CCC(C)NC(=O)NCc1ccccc1F (stereo not drawn)
    -2 | -4 | -17 | -0.8 | 1 | -5 | 7 | 17 | 0 | -1
> Cc1nn(Cc2ccc(F)cc2)c(Cl)c1/C=N/NC(=O)c1ccccc1
    3 | -14 | 53 | 0.1 | 15 | -12 | 0 | -53 | 2 | 22
> COc1ccc(-c2cc(=O)oc3c(C)c(OC(C)C(=O)NCc4ccccn4)ccc23)cc1 (stereo not drawn)
    1 | -17 | 77* | -1.0 | 1 | -11 | -6 | -77 | 6 | 0
> CCC(=O)NCCCc1nc2ccccc2n1Cc1ccccc1F
    0 | 5 | -10 | 0.8 | -1 | -8 | -5 | 10 | 0 | 11
> O=C1CCCN1CCCN=c1c([N+](=O)[O-])nn(-c2ccc(Cl)cc2)n1O
    -1 | 11 | -7 | 1.0 | 1 | 3 | 1 | 7 | -5 | -14
> CC(=O)c1ccc(S(=O)(=O)N2CCn3cccc3C2C)cc1 (stereo not drawn)
    -2 | -4 | 3 | 0.8 | -3 | -9 | -2 | -3 | -2 | -6

New compounds follow:
SMILES,HTR5A ag,Rtt109 HAT inh,SR-BI DiI inh,CDK5 p35 inh,Wnt bcat act,PvdQ inh,dFosB activator,SR-BI uptake up,RTF Ca sens act,MITF act
CC12CCC(C(=O)NNc3ccc([N+](=O)[O-])cc3)(CC1=O)C2(C)C (stereo not drawn),3,.,-11,-1.5,.,7,-11,11,-2,-3
N#CC1C(=N)Cc2ccccc2-c2ccccc21 (stereo not drawn),-3,-3,32,-0.3,-1,-9,-7,-32,-4,-2
CCC(C)NC(=O)C1=C(C)C(=O)OC12CCC(C)CC2 (stereo not drawn),3,3,3,-0.6,0,-24,-1,-3,1,.
CC(C)CN(C(=O)CCNC(=O)c1ccccc1Cl)C1CCS(=O)(=O)C1 (stereo not drawn),0,7,-44,-0.9,32*,14,-1,44,-5,1
O=C(CN1CCN(S(=O)(=O)c2ccccc2)CC1)Nc1ccc(Cl)c(Cl)c1,-1,3,-14,-0.4,-8,-5,-15,14,-3,.
Cn1c(=O)oc2cc(S(=O)(=O)N3CCCCC3)ccc21,1,4,-3,-0.3,8,1,1,3,-3,-4
O=C(O)COc1ccc(Br)cc1/C=N\Nc1ccccn1,11,3,-13,1.2,.,-8,-3,13,1,-1
O=C(O)CSc1ncnc2sc(-c3ccccc3)cc12,3,10,-6,0.3,-1,1,-13,6,5,18

Whole records, looked up by structure. Values in the order: HTR5A ag | Rtt109 HAT inh | SR-BI DiI inh | CDK5 p35 inh | Wnt bcat act | PvdQ inh | dFosB activator | SR-BI uptake up | RTF Ca sens act | MITF act
Profile of `CC(C)(C)OC(=O)N1CCC(C(=O)NNC(=O)c2ccc(Cl)cc2Cl)CC1` → -1 | -4 | 53 | -0.6 | -2 | 0 | -6 | -53 | 1 | -10
Profile of `CCC[C@@H](CN1CCC[C@H]1CN1C(N)=NC[C@H]1C(C)C)N1C[C@@H]([C@H](C)CC)N(CCCC2CCCC2)C1=N` → 2 | 17 | -4 | 0.7 | 2 | -2 | 11 | 4 | -6 | 17
Profile of `Cn1c(=O)c2c(SCC(=O)NCc3ccco3)nc(-c3ccccc3Cl)nc2n(C)c1=O` → 5 | 3 | 39 | 1.7 | 1 | -9 | 6 | -39 | -3 | -5
Profile of `COC(=O)c1c(S(=O)(=O)NCc2ccccc2)sc(C(=O)O)c1C` → 3 | -10 | -15 | -1.3 | 0 | 9 | -3 | 15 | 1 | 0

Further entries follow.
SMILES,HTR5A ag,Rtt109 HAT inh,SR-BI DiI inh,CDK5 p35 inh,Wnt bcat act,PvdQ inh,dFosB activator,SR-BI uptake up,RTF Ca sens act,MITF act
CN(C)/C=C1\C(=O)NN=C1c1ccccc1,1,6,30,0.3,-4,-11,-10,-30,-3,0
CC1CCN(C(=O)COC(=O)c2cccs2)CC1,-3,-4,-29,-1.7,-3,19,3,29,-9,41
Nc1cc(S(=O)(=O)N2CCOCC2)ccc1Oc1ccc(F)cc1,5,12,.,-0.6,-2,2,-2,.,0,-5
O=C(Cn1ncc2c3ccccc3n(Cc3cccc(Cl)c3)c2c1=O)NCC1CCCO1 (stereo not drawn),-2,-2,13,-2.4,-1,0,-7,-13,22,-7
CCCc1cc(-c2nc(N)ncc2-c2csc(C)n2)c(O)cc1OC,0,-2,24,-1.1,-1,-19,-12,-24,-4,-4
NC(N)=N/N=C/c1cc([N+](=O)[O-])ccc1O,0,-4,-7,1.8,-4,4,6,7,2,-3
COc1ccc(-c2cc(=Nc3ccc(C(=O)O)cc3)c3cc(C)ccc3o2)cc1,-4,3,13,0.6,28,-5,-40,-13,5,61
CCOc1cc(/C=N/Nc2nc3ccccc3[nH]2)cc(Br)c1OCC(=O)N(C)C,-3,8,.,2.0,0,5,22*,.,4,-14
